HTR5A ag = counter-screen for OPRM1-OPRD1 agonists: human HTR5A agonism; P47898; HTR5A agonist assay, luminescence, cell-based; activation, % at 9.3 µM; hit rate 0.61% among 340,000; in the data active = activation mostly above about 9.5%, no sharp cut-off; inactive = mostly below about 7.6%;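 note: 0% = cells with vehicle only and 100% = reference agonist; strong numbers were not always called active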
PKA-R1A activ = activators of PKA-R1A complex | P00514+P68181 | hit rate 0.083% among 340,000 | PKA-R1A dissociation, Cy5-IP20 fluorescence polarization; scaled: DMSO 0%, 113 µM cGMP 100% | activation, % at 11.4 µM | AID 504707;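 active = percent activation above the mean of all tested compounds plus 3 SD, cut at about 19% in these data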;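 note: higher means more PKAc released from R1A so a rise in polarization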
OPRM1-OPRD1 inv = inverse agonist of human OPRM1-OPRD1 heterodimerization; P35372+P41143; cell-based MOR-DOR heterodimer luminescence, inverse agonism; inhibition, % at 9.3 µM; hit rate 0.21% among 340,000; AID 504357; in the data active = inhibition above about 22%, passing the limit was not always enough;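 note: 0% = cells with DMSO and 100% = wells without cells with DMSO; values of inactives mirror those of a sister screen read the other way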
Target sequence (P35372 whole entry, looked up): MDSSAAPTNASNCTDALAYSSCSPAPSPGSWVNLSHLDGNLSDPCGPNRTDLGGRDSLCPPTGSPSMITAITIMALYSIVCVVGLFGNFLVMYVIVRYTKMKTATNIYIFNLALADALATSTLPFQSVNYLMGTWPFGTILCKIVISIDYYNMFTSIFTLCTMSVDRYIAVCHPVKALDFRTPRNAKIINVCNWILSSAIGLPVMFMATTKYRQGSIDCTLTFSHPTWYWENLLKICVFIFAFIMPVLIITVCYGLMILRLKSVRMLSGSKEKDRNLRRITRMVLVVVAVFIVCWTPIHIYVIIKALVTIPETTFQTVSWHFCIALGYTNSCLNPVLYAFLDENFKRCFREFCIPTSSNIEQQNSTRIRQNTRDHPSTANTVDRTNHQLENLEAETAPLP
Target sequence (P41143 whole entry, looked up): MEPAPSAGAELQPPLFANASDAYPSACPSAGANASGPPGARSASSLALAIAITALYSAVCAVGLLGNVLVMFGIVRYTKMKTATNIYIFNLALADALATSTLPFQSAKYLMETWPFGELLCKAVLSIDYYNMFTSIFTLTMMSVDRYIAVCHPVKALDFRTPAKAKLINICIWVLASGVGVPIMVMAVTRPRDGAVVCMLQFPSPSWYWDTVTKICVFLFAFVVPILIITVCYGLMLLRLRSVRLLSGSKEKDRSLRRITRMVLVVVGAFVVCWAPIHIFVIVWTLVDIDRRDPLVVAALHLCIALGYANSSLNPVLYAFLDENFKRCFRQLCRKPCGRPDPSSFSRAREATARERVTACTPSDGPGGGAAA
DSG3 Ab inh = human desmoglein-3 autoantibody binding inhibition; P32926; hit rate 0.48% among 310,000; DSG3-coupled beads, scFv-anti-DSG3-GFP binding, flow cytometry; stronger effect = lower value; binding (percent of control), % at 10 µM; AID 588358;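 active = binding more than 3 SD below its plate's average and above zero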;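 note: hits lower antibody fragment binding to DSG3; some compounds called inactive have numbers as strong as hits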
Mot1-301 SUMO = SUMOylation pathway inhibition by Mot1-301 growth rescue; hit rate 1% among 320,000; growth rescue, % at 18.8 µM; S. cerevisiae Mot1-301 growth rescue, ATP luminescence, 38.5C; percent above DMSO median, 100 means doubled;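 active = every valid replicate shows activation above 250% relative to neutral control wells; inactive = the rest, any valid replicate at or below 250%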;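 note: OY570 slx delta 5 strain wells were the positive control but not used for scaling; some compounds called inactive have numbers as strong as hits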
MOR-DOR ag = OPRM1-OPRD1 heterodimerization agonism; hit rate 0.3% among 340,000; P35372+P41143; cells, luminescence; activation, % at 9.3 µM; in the data active = activation above about 18%;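 note: 0% = vehicle-treated cells and 100% = reference agonist; values of inactives mirror those of a sister screen read the other way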
phage Ecoli inh = E. coli growth loss with phage present; growth absorbance; inhibition, % at 11.9 µM; hit rate 0.26% among 360,000; in the data active = inhibition above about 11%
HTR5A inv ctr = inverse agonist of human HTR5A in OPRM1-OPRD1 counter-screen; AID 504634; P47898; HTR5A cell line, luminescence, inverse agonism; hit rate 0.083% among 340,000; inhibition, % at 9.3 µM; in the data active = inhibition mostly above about 23%, no sharp cut-off; inactive = mostly below about 18%;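 note: 0% = cells with DMSO and 100% = no-cell wells with DMSO; some compounds called inactive have numbers as strong as hits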
E coli growth = counter-screen for AddAB inhibitors: E. coli growth inhibition; E. coli V3065 growth, OD600 absorbance, 18 h; inhibition, % at 11.9 µM; hit rate 0.27% among 330,000; AID 449728;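 active = inhibition above the campaign's mean inhibition across all tested compounds plus 3 SD, cut at about 9.9% in these data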;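 note: uninfected addAB+ strain grown without phage in ampicillin broth; 0% = DMSO wells and 100% = ciprofloxacin 0.95 µg/ml wells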
PfHsp90 set2 = inhibits growth of yeast expressing Plasmodium falciparum Hsp90; S. cerevisiae expressing PfHsp90, BacTiter-Glo ATP, 48 h; yeast lacking PDR1 and PDR3 efflux regulators; inhibition, % at 9.4 µM; hit rate 0.32% among 310,000; AID 504621;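 active = every replicate shows inhibition above about 80%, whatever the replicate mean, limit read from the data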;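 note: 0% = DMSO neutral controls and 100% = 20 µM radicicol positive controls; yeast relying on Plasmodium falciparum Hsp90 in place of its own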
AddAB inh = less growth of phage-infected E. coli with AddAB; E. coli expressing H. pylori AddAB, absorbance growth; inhibition, % at 11.9 µM; hit rate 0.29% among 330,000; in the data active = inhibition above about 12%;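 note: 0% = vehicle wells of infected cells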
* hit, by the source's call; / = not tested or not shown.

SMILES	HTR5A ag	PKA-R1A activ	OPRM1-OPRD1 inv	DSG3 Ab inh	Mot1-301 SUMO	MOR-DOR ag	phage Ecoli inh	HTR5A inv ctr	E coli growth	PfHsp90 set2	AddAB inh
COc1ccccc1-n1cc(C(=O)NCC(=O)N2CCN(c3ccccn3)CC2)c2ccccc2c1=O	-5.1	0.9	13.6	92.2	1.6	-2.6	1.5	-11.3	0.4	-32.9	-1.4
COc1ccc(NCc2cc3cc(OC)ccc3[nH]c2=O)cc1	0.8	-12.1	-24.8	101.8	-10.4	4.3	-0.6	-2.9	0.4	11.0	1.1
CC(=O)NC12CC3CC(C)(C1)CC(NC(C)=O)(C3)C2	-1.9	-8.0	1.5	125.3	9.7	-0.3	/	-9.4	-0.3	/	-0.3
COc1cc(/C=N\Nc2nc(-c3ccc(C)cc3)c(NC(C)=O)s2)ccc1O	0.0	3.8	-7.8	98.7	-2.4	1.5	-1.4	-39.1	0.5	-9.8	1.8
CN1CCCN(C(=O)CC2(CC(=O)O)CCCCC2)CC1	-1.5	-5.1	2.4	97.2	-8.5	-0.5	0.9	4.1	-1.5	-3.7	1.1
CCOC(=O)c1c(=O)n(O)c2ccc(OC)cc2[n+]1[O-]	-1.0	-4.1	5.9	94.8	-5.1	-1.0	1.8	-19.6	-1.1	10.6	3.3
Cc1noc(C)c1COC(=O)c1cccc(N(C)C)c1	-0.5	8.9	13.5	99.9	/	-2.7	3.2	19.8	0.9	2.4	2.7
Cc1ccn2cc(CSc3ccccc3N)nc2c1	2.4	2.9	-3.8	110.1	4.3	0.7	2.3	-8.9	-0.4	-5.9	-1.2
COc1ccccc1/C=N/NC(=O)c1c(-c2ccccc2)noc1C	2.8	-12.3	4.2	/	-13.1	-0.6	1.1	-7.3	-1.8	-65.5	1.7
Clc1ccccc1CN1CCN(/N=C/c2ccncc2)CC1	-4.7	-7.3	15.8	102.9	195.7	-3.2	4.7	11.2	0.0	11.8	2.3
O=[N+]([O-])c1cccc(-c2cc3ccccc3[nH]2)c1	-3.2	8.3	-22.0	98.2	75.8	4.6	-0.8	11.8	-1.5	13.1	1.2
CCOCCCNCc1cc(Cl)ccc1OCC	-0.9	-10.5	-0.5	104.5	-20.9	0.1	2.7	-18.1	0.3	/	1.2
O=C(NCc1cccnc1)Nc1ccc2c(c1)OCO2	6.2	11.0	8.5	102.2	/	-1.7	2.5	-17.3	0.5	-12.9	13.8*
CCN(CC)S(=O)(=O)c1ccc2c(c1)nc(CCC(=O)OCC(=O)Nc1cc(Cl)cc(Cl)c1)n2C	5.5	-3.9	-9.2	96.2	-6.3	1.7	2.5	-13.9	1.1	-42.2	1.1
N#Cc1ccc(Oc2ccc(C(F)(F)F)cc2NC(=O)c2ccc(F)cc2)cc1	6.9	3.6	-4.1	/	-17.4	0.8	0.5	-17.9	-2.2	-21.8	2.1
COc1ccc(C(CCN2CCCC(C)C2)c2c(OC)cc(OC)c3c(C)cc(=O)oc23)cc1 (configuration not stated)	15.2	7.0	16.7	102.1	-14.5	-2.9	0.9	-44.5	0.0	13.1	-2.4
O=C(CNS(=O)(=O)c1ccc(F)c(Cl)c1)N1CCCC1	0.5	-0.1	5.7	99.0	2.3	-1.2	-0.8	-2.0	1.5	-3.4	1.5
Cc1ccc2c(c1)c1c(n2CC(O)CNC(CO)(CO)CO)CCCC1 (configuration not stated)	-3.1	-3.5	2.8	108.2	237.2	-0.6	4.1	9.1	-0.6	23.5	2.6
Cc1nn(Cc2cccc(C(N)=O)c2)c(C)c1Br	-2.7	-11.6	14.5	/	-13.7	-2.9	1.2	0.9	-1.5	8.8	0.0
CCOc1ccc(-c2cc(C)n3nc(C(N)=O)cc3n2)cc1	-2.8	-6.7	16.1	98.6	31.3	-3.2	1.5	6.1	-0.6	/	2.9

5 successive entries from above, for reference:
SMILES	HTR5A ag	PKA-R1A activ	OPRM1-OPRD1 inv	DSG3 Ab inh	Mot1-301 SUMO	MOR-DOR ag	phage Ecoli inh	HTR5A inv ctr	E coli growth	PfHsp90 set2	AddAB inh
COc1ccc(C(CCN2CCCC(C)C2)c2c(OC)cc(OC)c3c(C)cc(=O)oc23)cc1 (configuration not stated)	15.2	7.0	16.7	102.1	-14.5	-2.9	0.9	-44.5	0.0	13.1	-2.4
O=C(CNS(=O)(=O)c1ccc(F)c(Cl)c1)N1CCCC1	0.5	-0.1	5.7	99.0	2.3	-1.2	-0.8	-2.0	1.5	-3.4	1.5
Cc1ccc2c(c1)c1c(n2CC(O)CNC(CO)(CO)CO)CCCC1 (configuration not stated)	-3.1	-3.5	2.8	108.2	237.2	-0.6	4.1	9.1	-0.6	23.5	2.6
Cc1nn(Cc2cccc(C(N)=O)c2)c(C)c1Br	-2.7	-11.6	14.5	/	-13.7	-2.9	1.2	0.9	-1.5	8.8	0.0
CCOc1ccc(-c2cc(C)n3nc(C(N)=O)cc3n2)cc1	-2.8	-6.7	16.1	98.6	31.3	-3.2	1.5	6.1	-0.6	/	2.9

Remaining list, next part
SMILES	HTR5A ag	PKA-R1A activ	OPRM1-OPRD1 inv	DSG3 Ab inh	Mot1-301 SUMO	MOR-DOR ag	phage Ecoli inh	HTR5A inv ctr	E coli growth	PfHsp90 set2	AddAB inh
CCCN(CC(=O)Nc1ccccc1C)C(=O)Cc1cccs1	-1.2	-7.2	5.9	/	5.0	-1.4	1.7	3.0	-0.5	-9.8	2.7
COc1cccc(C(C)N(C)Cc2nc(-c3ccoc3)oc2C)c1 (configuration not stated)	-2.5	-1.4	4.5	100.7	0.2	-0.8	/	6.9	-1.2	-6.1	2.6
Cc1nccn1CCc1nc(N)nc(N)n1	4.0	0.3	14.8	99.2	44.3	-2.9	2.2	-10.0	-4.5	4.9	1.8
CCOC(=O)c1c(NC(=O)CN2CCN(S(=O)(=O)c3cc(Cl)ccc3Cl)CC2)sc(C(=O)N(C)C)c1C	-1.2	-10.9	-96.2	139.1	/	18.3*	6.0	4.2	/	-36.2	/
C#Cc1ccc([C@@H]2C=C(C(=O)Nc3ccccc3)O[C@H](OCC)[C@H]2CCCO)cc1	5.3	5.6	3.4	104.0	2.6	-0.6	1.4	-13.4	-0.3	-15.9	1.4
COCCN(C(=O)CCc1nnc(CCc2c[nH]c3ccccc23)o1)C(C)C	4.5	3.4	4.0	100.6	-15.8	-0.6	3.9	9.5	-0.5	5.7	-1.3
COc1cc(/C=N/NS(=O)(=O)c2ccc(C)c([N+](=O)[O-])c2)cc([N+](=O)[O-])c1O	1.6	-11.8	28.0	94.9	6.2	-5.6	0.8	25.1	-0.6	-20.1	0.3
Cc1cccc(CCNC(=O)Cn2ncc3c([nH]c4ccc(C)cc43)c2=O)c1	-3.0	0.6	-11.8	101.4	38.5	2.2	-2.4	-28.8	0.9	4.3	-0.4
Cc1cccc(Nc2nc(NCc3ccco3)nc(N)c2[N+](=O)[O-])c1	5.3	-5.1	-14.3	/	28.9	2.9	1.1	-13.7	0.5	-27.4	-1.3
CCOc1ccc(C(=O)NCCO)cc1	-0.8	1.3	9.8	82.8	-13.3	-1.6	3.0	4.4	-1.0	3.4	1.3
C[C@H](CO)N1C[C@H](C)[C@@H](CN(C)C(=O)NC2CCCCC2)Oc2c(cccc2N(C)C)C1=O	6.8	11.0	14.2	102.6	2.1	-2.5	2.5	-19.9	-0.4	-11.1	2.2
CN(C(=O)COC(=O)CSc1ccc([N+](=O)[O-])cc1)C1CCS(=O)(=O)C1 (configuration not stated)	-1.8	-0.7	1.3	97.9	-10.5	-0.2	-0.5	4.8	3.5	15.3	3.8
CCOC(=O)C1CCCN(CC(O)COc2cccc(C)c2)C1 (configuration not stated)	0.9	2.8	-2.4	122.7	-12.3	0.4	1.0	-12.6	-2.7	7.3	0.4
O=C(CCNC(=O)c1ccc(Cl)cc1)Nc1ccccc1N1CCCCC1	5.2	3.4	-16.9	106.8	14.0	2.5	2.2	-13.7	-1.4	8.9	0.0
CCCCc1ccc(CC2S/C(=C(\C#N)C(=O)N3CCOCC3)N(c3ccccc3)C2=O)cc1 (configuration not stated)	14.4	-7.9	-5.4	/	/	0.9	-0.4	-37.9	0.8	/	3.5
Cc1cc(C(C2C(=O)CC(C)(C)CC2=O)C2C(=O)CC(C)(C)CC2=O)cc(C)c1OC(F)F	6.2	-0.9	-7.9	113.5	-26.3	1.0	-2.4	-7.8	-2.3	8.2	4.0
CCCCCC1CC(CC(=O)NC(=S)Nc2ccccc2Cl)C(=O)O1 (configuration not stated)	9.2	-5.1	-20.5	114.2	6.5	3.8	2.0	8.8	-1.0	-0.4	0.6
CCC(=O)Nc1ccc(Nc2ccccc2)cc1	1.7	-4.4	6.8	/	102.0	-1.1	3.9	-4.5	-0.5	/	1.7
CC1(CCl)N([O-])C2=C(CCCC2)[N+]1=O (configuration not stated)	1.1	-0.6	-6.9	109.5	281.0	1.3	1.7	-8.6	-0.3	-11.1	0.9
Nc1ccc(-c2nc3ccc(-c4nc5ccccc5o4)cc3[nH]2)cc1	4.5	-14.2	-25.7	103.3	23.8	5.1	-0.6	-24.5	-1.0	9.4	1.8
Cn1c(=O)c2[nH]c(N3CCOCC3)nc2n(-c2ccccc2)c1=O	-2.7	-6.8	8.7	102.4	0.4	-1.5	-0.1	16.7	-3.0	15.0	-0.3
COc1ccccc1OCc1nnc(SCC(=O)c2cc(Cl)ccc2OC)o1	0.9	4.3	11.9	100.3	11.8	-2.2	1.7	-2.4	0.4	-0.4	3.1
COc1ccc(NC(=O)N2CCC(c3nc4ccccc4[nH]3)CC2)cc1	2.4	-8.4	12.9	103.7	-6.7	-2.2	3.2	-6.9	0.8	3.3	4.0
Cc1cccc(Sc2ccc([N+](=O)[O-])cc2[N+](=O)[O-])n1	-4.9	-1.4	-2.2	151.1	-15.7	0.5	2.7	6.6	-0.7	-18.3	-1.8
O=C(NCCc1c[nH]c2ccc(Cl)cc12)c1cccnc1	-5.7	6.1	-9.8	103.1	1.2	1.7	4.8	6.6	-0.5	12.6	0.6
Cc1ccccc1-c1nn(-c2ccc(F)cc2F)cc1CNC1CC1	/	/	/	100.0	4.3	/	0.8	/	-1.3	-5.5	1.6
Cc1nc2ccc(NC(=O)CSc3nnc(C)s3)cc2[nH]1	-3.8	-2.1	-5.8	126.2	44.2	0.7	2.9	-1.8	-0.6	1.3	2.5
CCCS(=O)(=O)c1cn2cccc(N)c2c1S(=O)(=O)CCC	0.5	7.8	-0.1	111.9	-2.9	0.0	2.4	-3.1	3.0	-17.6	3.1
c1ccc(Cn2c[n+](Cc3ccccc3)cn2)cc1	-1.1	-7.2	8.9	/	-10.9	-1.8	0.0	-6.5	0.1	-12.7	0.6
CCOC(=O)c1c(C)[nH]c(C(=O)N2CCCC(C(=O)c3cccc(OC)c3)C2)c1C (configuration not stated)	-2.6	5.3	-2.8	111.9	4.8	0.4	3.4	2.5	0.9	0.1	1.9
Cc1ccc(C)c2[nH]c(=O)c(CN(CC3CCCO3)C(=S)NCc3ccco3)cc12 (configuration not stated)	4.2	-8.0	11.8	99.9	-6.7	-2.2	0.8	-13.3	-1.3	-2.8	-1.3
